Source: PubChem (National Center for Advancing Translational Sciences (NCATS))
GRP78 ERSR act – ER stress response induction in glioma; Potency, µM, for the others: top-dose activation, actives largely listed as activators; U87-MG GRP78 promoter luciferase reporter, 16 h; AID 602332; 420,000 tested, 0.02% active; also: potency is read from the fitted curve at half-maximal effect; series mostly up to about 76 µM; % of control where 0% means no effect; nearly all actives have a fitted effect of over 35% in size
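ERSR induction read as luciferase luminescence (Bright-Glo, 10 min at room temperature) in stably transfected human U87-MG glioma cells exposed to compounds for 16 h, using GRP78 as sensor.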
12-LOX inh – ALOX12 (human) lipoxygenase inhibition | P18054 | purified 12hLO, xylenol orange hydroperoxide absorbance | Potency, µM (series often up to 108 µM), inactives show at the top dose activity change, negative = inhibition, most hits filed as inhibitors | 580,000 tested, 1.1% active | AID 1671190; also: potency is read from the fitted curve at half-maximal effect; % is scaled to controls: 0 for no effect and ±100 for the full control effect
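Hydroperoxide product was detected by ferrous iron/xylenol orange as the 573 to 405 nm absorbance ratio. Arachidonic acid at 40 uM (final) was turned over for 30 min at room temperature by 150 nM human 12hLO, pH 7.0 Hepes buffer, after 15 min compound preincubation.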
Vif-A3G inh – Vif-A3G binding inhibition; Q9HC16; HeLa A3G-eYFP + Vif (tagged APOBEC3G with the HIV-1 protein that degrades it), YFP fluorescence, overnight; Potency, µM (highest dose often 46.1 µM), for inactives: at the top dose activity, negative = active, hits mostly inhibitors; 410,000 tested, 0.076% active;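 also: potency is read from the fitted curve at half-maximal effect; % is scaled to controls: 0 for no effect and ±100 for the full control effect; nearly all actives have a fitted effect of over 60% in size; hits raise eYFP signal because A3G escapes Vif-driven loss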
Target sequence (Q9HC16 whole entry, looked up): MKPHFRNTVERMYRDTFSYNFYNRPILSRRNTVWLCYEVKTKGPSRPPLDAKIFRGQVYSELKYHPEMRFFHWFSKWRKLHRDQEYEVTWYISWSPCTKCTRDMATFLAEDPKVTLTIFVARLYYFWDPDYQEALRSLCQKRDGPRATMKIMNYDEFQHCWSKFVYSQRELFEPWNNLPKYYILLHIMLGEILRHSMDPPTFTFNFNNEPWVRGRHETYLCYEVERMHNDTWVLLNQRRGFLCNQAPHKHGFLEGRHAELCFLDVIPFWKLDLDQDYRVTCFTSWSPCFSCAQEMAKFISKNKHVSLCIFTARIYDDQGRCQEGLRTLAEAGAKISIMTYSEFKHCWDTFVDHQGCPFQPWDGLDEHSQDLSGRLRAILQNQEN
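Read-out is eYFP fluorescence (Ex 488/Em 500-530) from Vif-expressing HeLa A3G-eYFP cells; more signal means A3G escaped Vif-mediated degradation. Cells plated overnight, compound pinned in, incubated overnight at 37 deg C.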
D2 antagonist – antagonizes the human D2 dopamine receptor. P14416. HEK293 TREx D2 cells, calcium flux, dopamine EC80. inhibition, % at 10 µM. 340,000 tested, 2% active. AID 485344; in the data active = inhibition above about 30%; also: 0% is about no effect
Target sequence (P14416 whole entry, looked up): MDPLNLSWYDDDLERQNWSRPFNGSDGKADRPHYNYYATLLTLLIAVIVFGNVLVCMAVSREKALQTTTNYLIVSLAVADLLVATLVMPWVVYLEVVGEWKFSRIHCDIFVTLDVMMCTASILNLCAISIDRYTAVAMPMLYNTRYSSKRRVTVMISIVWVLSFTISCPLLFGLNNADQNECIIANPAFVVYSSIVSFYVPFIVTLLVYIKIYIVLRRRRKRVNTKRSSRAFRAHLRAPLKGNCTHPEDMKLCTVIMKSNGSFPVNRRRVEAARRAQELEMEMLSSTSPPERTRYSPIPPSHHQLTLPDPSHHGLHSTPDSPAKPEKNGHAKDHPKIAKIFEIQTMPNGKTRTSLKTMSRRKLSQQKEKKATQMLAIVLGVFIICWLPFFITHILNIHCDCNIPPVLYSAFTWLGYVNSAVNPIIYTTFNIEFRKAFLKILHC
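Tetracycline-induced HEK293 TREx cells expressing D2 receptor forced-coupled to calcium signalling, loaded with no-wash calcium dye. Compounds added and calcium flux read 180 s, then dopamine added at EC80 and read a further 180 s.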
RGS4 inh – blocks human RGS4-accelerated GTP hydrolysis; Transcreener GDP fluorescence polarization, RGS4-accelerated GTP hydrolysis; Potency, µM (highest dose often 114 µM), for inactives: at the top dose activity change, negative = inhibition, actives largely listed as inhibitors; 390,000 tested, 0.039% active; AID 504845; also: potency is read from the fitted curve at half-maximal effect; % is scaled to controls: 0 for no effect and ±100 for the full control effect; nearly all actives have a fitted effect of over 75% in size; some results filed as inactive show a strong effect at the top dose
Target sequence (P49798 whole entry, looked up): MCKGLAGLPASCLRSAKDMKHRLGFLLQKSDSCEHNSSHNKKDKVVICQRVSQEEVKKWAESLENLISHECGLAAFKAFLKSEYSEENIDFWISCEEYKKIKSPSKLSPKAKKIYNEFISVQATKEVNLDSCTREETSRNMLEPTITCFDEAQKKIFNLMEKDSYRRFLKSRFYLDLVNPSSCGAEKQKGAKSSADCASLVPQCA
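MLSMR compounds (23 nl, pin-transferred) preincubated 10 min at room temperature with a 500nM (2x) first reagent, then RGS4 at 900nM (2x) plus Transcreener GDP mix added; fluorescence polarization (620/688 nm) read before and after 90 min at 30 °C.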
ERG-DNA inh – blocks human ERG Ets domain binding to DNA. P11308. fluorescence polarization, His-ERG Ets domain / labelled DNA. Potency, µM (series often up to 76.9 µM), for inactives: at the top dose FP activity, negative = inhibition, hits mostly inhibitors. 370,000 tested, 0.028% active; active = well fitted inhibition curve with a large enough effect in the polarisation, with a control signal flat; inconclusive = small, poorly fitted or top-dose-only effect, or effect the other way, or a change in a side signal; inactive = no such curve, though single readings can be large or run the other way; the % refers to the polarisation;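 also: polarization taken with two DNA probes labelled with fluorescein and Texas red; potency is read from the fitted curve at half-maximal effect; % of control where 0% means no effect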
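His-tagged ERG Ets domain (1 uM in the protein solution; 300mM KCl, 50mM Tris-HCl, 1mM EDTA, 1mM DTT, pH 7.5) received compound, then a probe mix of 5 nM fluorescein-DNA and 100nM Texas-615-DNA. Fluorescence polarization was read for both dyes.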
LDHA block – LDHA (human) enzyme inhibition. AID 1347041. P00338. activity change, % (values are at about 110 or 230 µM). 480,000 tested, 0.15% active. purified LDHA, NADH/diaphorase-resazurin fluorescence; stronger effect = lower value; in the data active = activity change below about -30%; inconclusive = mostly about -25% to -30%;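 also: plate controls were DMSO wells for no effect and wells without enzyme for full effect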
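Enzyme activity of human lactate dehydrogenase 5 (2 nM; 0.06 mM NADH, 0.2 mM pyruvate, 5 min, RT) is measured via a resazurin/diaphorase fluorescence readout of residual NADH.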
Vif-A3F inh – blocks the Vif interaction with APOBEC3F | HeLa A3F-eYFP + Vif (tagged APOBEC3F with the HIV-1 protein that degrades it), YFP fluorescence increase | Potency, µM (titrated, usually from 46.1 µM), for the others: at the top dose activity, negative = active | 390,000 tested, 0.2% active | AID 602313; also: potency is read from the fitted curve at half-maximal effect; % of control where 0% means no effect; nearly all actives have a fitted effect of over 65% in size
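Fluorescence increase (Ex 488/Em 500-530) after overnight compound treatment at 37 deg C flags inhibition of Vif-driven A3F-eYFP loss in stable HeLa A3F-eYFP/Vif cells seeded overnight beforehand.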
D2 ag – activates the human D2 dopamine receptor | HEK293 T-REx D2 cells, calcium flux agonist mode | activation, % at 2 µM | 340,000 tested, 0.53% active;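 active = activation over 3 SD above normal in the single-dose calcium agonist read, cut at about 30% in these data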; also: 0% is about no effect
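Tetracycline-induced HEK293 Trex cells with D2 receptor force-coupled to calcium signaling, plated overnight at 30 C and loaded with no-wash calcium dye. Calcium flux read kinetically for 180 s after compound addition; responses flag agonists.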
* = called active by the depositor; ? = inconclusive; . = not tested or not shown; & = joins results of further samples; [ ] = dose if it differs, or a comment. Unless noted, calls follow the shape of the dose curve; as a rule, active = well fitted curve in the direction sought with a large enough effect; inconclusive = small, poorly fitted or top-dose-only effect, or another doubt; inactive = no such curve, though single readings can be large; an effect the other way counts as inactive or inconclusive.

SMILES	GRP78 ERSR act	12-LOX inh	Vif-A3G inh	D2 antagonist	RGS4 inh	ERG-DNA inh	LDHA block	Vif-A3F inh	D2 ag
OCCCc1nc2ccccc2n1CCOc1ccccc1	-3%	-12%	-3%	-12	-14%	-9%	1	0%	0.8
O=c1[nH]cc(I)cc1I	-3%	-2%	-6%	.	?	-6%	2	0%	.
O=C(O)c1cc(S(=O)(=O)N2CCCC2)ccc1Br	-2%	0%	1%	0	-25%	-1%	-2	-13%	0.1
O=S(=O)(c1ccc2c(c1)CCCN2)N1CCCC1	-6%	?	-6%	-11	4%	1%	-7	-3%	0.2
Cc1c(O)ccc2c(=O)c(-c3nncn3-c3ccccc3)coc12	-3%	3%	-6%	-2	23%[56.9 µM]	-3%	4	-1%	-1.0
COC(=O)c1cccc(NC(=O)c2cc3ccccc3o2)c1	-9%	36%[activator]	0%	18	-23%	-5%	-11	-3%	-2.1
COCCN(C(=O)CSc1nnc2cc(C)c3ccccc3n12)c1c(N)n(Cc2ccccc2)c(=O)[nH]c1=O	1%	-21%	-7%	13	-2%	13%	-7	7%	0.2
COc1ccc(C(=O)Nc2ccccc2C(=O)N/N=C/c2ccccc2OC)cc1	-5%	0%	-4%	-14	21%[11.4 µM]	-3%	-5	6%	0.3
COc1ccc2c(c1)c(CC(=O)Nc1cc(C)ccc1C)c(C)n2C(=O)c1ccc(Cl)cc1	-4%	-10%	-6%	8	-12%	10%	-2	-10%	-0.7
CCCCNC(=O)c1cc2nc(-c3ccc(OC)cc3)cc(C(F)(F)F)n2n1	0%	12%	-1%	.	.	.	-3	-6%	.
CC(C)(C)C(=O)Nc1nc2cc3c(cc2s1)OCO3	-1%	0%	2%	-1	5%	6%	2	-3%	0.4
CCc1ccc(N2CN=c3s/c(=C\c4ccccc4)c(=O)n3C2)cc1	1%	?	0%	7	-23%	15%	-14	-39%	-0.6
Cc1onc(-c2ccccc2Cl)c1C(=O)N1CCN(Cc2ccc3c(c2)OCO3)CC1	-1%	1%	1%	-12	13%	3%	0	-12%	-0.6
COc1ccc(COC(=O)CNC(=O)C2CCCCC2)cc1F	-1%	-7%	1%	.	6%	-1%	-1	-3%	.
O=C(COc1ccccc1)Nc1cccc(-c2nn[nH]n2)c1	0%	?	-5%	6	-27%	19%	-4	3%	0.3
CC(=O)Nc1ccccc1NC(=O)CN(C)S(=O)(=O)c1ccc(C)cc1	-2%	0%	0%	22	12%[11.4 µM]	-5%	-10	1%	0.7
COc1ccc2cc(CN(Cc3cccs3)Cc3nnnn3Cc3ccccc3)c(=O)[nH]c2c1	-2%	?	1%	13	-24%	2%	0	3%	-0.1
Cc1nn(-c2ccccc2)c(N)c1C1(O)C(=O)N(C)c2ccccc21 (stereo not given)	-4%	-2%	2%	11	26%	3%	-4	6%	0.3
CCC(CC)C(=O)N(C)c1c(C)nc2c(OCc3ccc(F)c(F)c3)cccn12	-4%	-3%	-2%	.	.	.	-1	.	.
CCO[C@@H]1OC(C(=O)N2CCOCC2)=C[C@H](c2cn(C(C)=O)c3ccccc23)[C@H]1CCCO	-2%	3%	-7%	-5	8%	1%	-3	-1%	0.0

SMILES	GRP78 ERSR act	12-LOX inh	Vif-A3G inh	D2 antagonist	RGS4 inh	ERG-DNA inh	LDHA block	Vif-A3F inh	D2 ag
C=CCc1cccc(C=Nc2c[nH]c(=O)[nH]c2=O)c1O	-2%	5%	1%	-4	-33%[56.9 µM]	-15%	2	12%	2.0
Cc1ccc(S(=O)(=O)NCC2CCC(C(=O)NC3CCCCC3)CC2)cc1 (stereo not given)	-3%	0%	1%	-26	-1%	-9%	-7	16%	0.0
COC(=O)c1ccc(NC(=O)CN(c2cccc(C(F)(F)F)c2)S(C)(=O)=O)cc1	.	-18%	.	.	-10%	2%	-1	.	-1.5
Cc1ccc(OCCN2CCN(c3nc(NCc4ccco4)c4ccccc4n3)CC2)cc1	-11%	?	-10%	38*	-49%	5%	3	4%	0.2
CC(C)(C)OC(=O)N1CCC(NC(=O)c2[nH]cnc2C(=O)Nc2ccon2)CC1	-2%	10%	-16%	13	-13%	-1%	0	-4%	0.3
CCOc1cc(C2c3c(oc4ccccc4c3=O)C(=O)N2c2nccs2)ccc1O (stereo not given)	10%	-32%	-15%	-10	-11%	9%	-1	-5%	-0.6
COc1ccc(-c2cc(N)n(S(=O)(=O)c3ccc(C)cc3)n2)c(OC)c1	-2%	?	0%	9	13%	-3%	-5	1%	-0.4
COc1cc(N(Cc2ccccc2)Cc2ccccc2)c2ncn(C(C)C)c2c1	-2%	-7%	-7%	-8	-5%	-2%	11	3%	-0.3
COc1cccc(CNC(=O)CCS(=O)(=O)c2ccccc2Cl)c1	-3%	0%	2%	-10	23%	0%	-8	-4%	0.5
CCN(CCn1cccn1)C(=O)C1CCC(=O)N(CCN2CCOCC2)C1 (stereo not given)	-5%	-4%	-2%	-32	24%	-4%	-3	-9%	-1.2
CC/C(=C(/CC)c1ccc(O)cc1)c1ccc(O)cc1	-3%&-3%&0%	?	?	-27	?	-9%	-6	-7%	2.6
Cc1ccc(Cn2c(=O)n(-c3ccccc3)c(=O)c3ccc(C(=O)NCc4ccco4)cc32)cc1	-6%&-9%	-30%&-13%	-12%&-8%	-12	-4%&-6%	-2%&-7%	-6&-18	-7%&-8%	1.1&0.1
O=C(/C=C\c1ccc2c(c1)OCO2)CC1(O)C(=O)Nc2ccccc21 (stereo not given)	-2%	-12%	-5%	-2	-1%	-12%	-8	-3%	1.1
CCOc1cccc(C(=O)N(Cc2ccc(CC)cc2)C2CCS(=O)(=O)C2)c1 (stereo not given)	-3%	-27%	-3%	.	1%	-3%	-5	5%	-0.1
COC(=O)C1=C(COc2ccc(F)cc2)NC(=O)NC1c1ccc(C)cc1C (stereo not given)	-4%	-24%	0%	.	0%	2%	-1	-2%	.
CCOc1ccc(NC(=O)CN(Cc2ccccc2)S(=O)(=O)c2ccc(Cl)cc2)cc1	-2%	-29%	-2%	.	17%	2%	-4	3%	0.3
O=C(O)c1ccc(CSC2CCCCC2)cc1	0%	-8%	-12%	-8	7%	0%	0	15%	0.4
O=C(CN1CCOCC1)NC1C2CC3CC(C2)CC1C3 (stereo not given)	-7%	0%[57.4 µM]	7%	3	18%	2%	-5	3%	-0.8
Cc1nc(N)[nH]c(=O)c1CCCNc1ccc([N+](=O)[O-])cc1	3%	-29%	-3%	.	13%	-17%	-6	3%	.
CCOc1ccc(S(=O)(=O)N2CCCC(C(=O)N3CCOCC3)C2)cc1C (stereo not given)	1%	-42%	0%	0	-8%	2%	-3	-1%	-1.1

SMILES	GRP78 ERSR act	12-LOX inh	Vif-A3G inh	D2 antagonist	RGS4 inh	ERG-DNA inh	LDHA block	Vif-A3F inh	D2 ag
Cc1nc(SCC(=O)Nc2cc(Cl)ccc2[N+](=O)[O-])nc(C)c1C	-5%	-1%	0%	-5	6%	0%	-4	2%	-1.2
CSc1ccc(S(=O)(=O)NC2CC2)cc1	-4%	3%	-1%	-12	-2%	9%	-7	2%	-0.5
Cc1ccc(-c2c(C(=O)N3CCN(c4cccc(C)c4)C(C)C3)oc(=O)c3ccccc23)cc1 (stereo not given)	-3%	-20%	1%	.	-20%	-8%	-13	3%	0.3
COc1cc(C(=O)NCC(c2ccccc2)N(C)C)ccc1OCC(=O)N1CCOCC1 (stereo not given)	1%	-2%	1%	-6	-38%	-6%	-9	1%	0.3
Cn1cnc(S(=O)(=O)N2CCCCC2c2cc(C(=O)Nc3ccccc3Cl)no2)c1 (stereo not given)	-1%	-5%	-2%	.	.	.	-10	.	.
CCOC(=O)CSc1cccc2cccnc12	3%	?	?	16	-18%	0%	-2	-1%	0.0
CC1=CCC(COC(=O)Nc2ccccc2)CC1 (stereo not given)	1%	0%	-5%	-18	5%	8%	4	-20%	0.6
O=C(CNC(=O)c1ccco1)OCc1ccc(C(=O)c2ccccc2)cc1	6%	40%[activator]	-1%	-3	-17%	-3%	-5	0%	0.9
COc1ccc(C(OCC(O)CN(C)C2CCCCC2)c2ccc(OC)cc2)cc1 (stereo not given)	-5%	-3%	2%	24	2%	-3%	-4	?	0.2
OCCN1CCN(C(=S)c2ccc(Br)cc2)CC1	-3%	-17%	-1%	55*	-48%	-1%	-1	-11%	0.1
N#Cc1nc(-c2ccccc2)oc1N1CCCCC1	-2%	6%	2%	-2	25%	2%	-10	0%	0.2

Random excerpt: 2 entries already listed.
SMILES	GRP78 ERSR act	12-LOX inh	Vif-A3G inh	D2 antagonist	RGS4 inh	ERG-DNA inh	LDHA block	Vif-A3F inh	D2 ag
Cn1cnc(S(=O)(=O)N2CCCCC2c2cc(C(=O)Nc3ccccc3Cl)no2)c1 (stereo not given)	-1%	-5%	-2%	.	.	.	-10	.	.
O=C(CNC(=O)c1ccco1)OCc1ccc(C(=O)c2ccccc2)cc1	6%	40%[activator]	-1%	-3	-17%	-3%	-5	0%	0.9

Not all compounds are listed, so the mix of outcomes need not match the whole.
